S-ASM inh: blocks human secretory acid sphingomyelinase; Potency, µM (series often up to 57.5 µM), inactives show top-dose activity change, negative = inhibition, actives largely listed as inhibitors; P17405; placental ASM, HMU-PC fluorogenic substrate, 60 min; 0.006% of 340,000 active; also: potency is read from the fitted curve at half-maximal effect
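Human placenta-derived ASM enzyme was preincubated with compound for 10 minutes at room temperature, then given fluorogenic substrate HMU-PC0 (9 uM final) for 60 minutes at 37 °C; a pH 10 stop preceded fluorescence reading at Ex 386/Em 447 nm.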
AT treatment: potential ataxia-telangiectasia treatment; […] A-T fibroblasts, KAP-1 phosphorylation AlphaLISA; neocarzinostatin DNA damage 30 min before lysis; Potency, µM (titrated, usually from 57.5 µM), without a hit: at the top dose activation, usual class: activators; 0.19% of 320,000 active; also: potency is read from the fitted curve at half-maximal effect; % of control where 0% means no effect; nearly all actives have a fitted effect of over 45% in size
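ATM-like activity read as KAP-1 phosphorylation via AlphaLISA donor/acceptor antibody pairs after lysis and 6 hr at 25C. Cells were ATM-null patient fibroblasts ([…], hTERT), dosed 60 min, then exposed to the DSB inducer NCS for 30 min.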
a7 integrin act: activators of alpha7 integrin expression for muscular dystrophy; alpha7betagal myoblasts, beta-gal FDG fluorescence, 48 h; Potency, µM (series often up to 38.3 µM), without a hit: at the highest dose activation, actives largely listed as activators; 0.064% of 350,000 active; AID 624291;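 also: potency is read from the fitted curve at half-maximal effect; 100% = response of the positive control SU9516; nearly all actives have a fitted effect of over 60% in size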
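alpha7betagal+/- myoblasts (passage 13, 250/well) treated 48 h at 37C with compounds at 1:260 dilution of DMSO stock. Lysed, then beta-galactosidase activity read as FDG fluorescence (ex 480/em 540) after 30 min, with pre-read for autofluorescence.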
Mito fusion act: mitochondrial division inhibition or fusion activation | S. cerevisiae fusion-defective mutant growth rescue, CellTiterGlo 48 h | Potency, µM (titrated, usually from 46.1 µM), for the others: top-dose growth rescue (activation), usual class: activators | 0.23% of 320,000 active | AID 485298;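 also: potency is read from the fitted curve at half-maximal effect; % of control where 0% means no effect; nearly all actives have a fitted effect of over 45% in size; temperature-sensitive fusion mutants such as fzo1-1 at 37 °C on non-fermentable ethanol glycerol medium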
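Compounds are tested for their ability to restore growth of mitochondrial fusion-defective yeast strains at non-permissive 37C in YPEG medium over 48 hours. Viability is quantified by luciferase luminescence.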
CXXC DNA block: MLL CXXC-DNA interaction inhibition. 0.037% of 290,000 active. AID 2662. Potency, µM (titrated, usually from 115 µM), inactives show at the top dose activity change, negative = inhibition, usual class: inhibitors. MLL-CXXC / FITC-HOXA9 DNA fluorescence polarization. Q03164; active = well fitted inhibition curve with a large enough effect in the polarisation, with a control signal flat, not every such curve was filed as active; inconclusive = small, poorly fitted or top-dose-only effect, or effect the other way, or a change in a side signal; inactive = no such curve, though single readings can be large or run the other way; the % refers to the polarisation; also: potency is read from the fitted curve at half-maximal effect
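Steps: dispense CXXC domain solution (7 uM) → pin compounds or unlabeled HOX-A9 DNA control → 5 min ambient → add FLSN-HOX-A9 solution (50 nM) → spin → 30 min ambient → fluorescence polarization. Tris pH 7.5/NaCl/DTT/BSA buffer.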
PTAP TSG101 blk: blocks PTAP/TSG101 interaction to inhibit HIV-1 budding. Q99816. Fluorescence polarization, FITC-PTAP peptide / Tsg101 binding. Potency, µM (highest dose often 115 µM), without a hit: at the top dose activity change, negative = inhibition, usual class: inhibitors. 340,000 tested, under 10 active; active = well fitted inhibition curve with a large enough effect in the main read-out, with a control signal flat, not every such curve was filed as active; inconclusive = small, poorly fitted or top-dose-only effect, or effect the other way, or a change in a side signal; inactive = no such curve, though single readings can be large or run the other way; also: potency is read from the fitted curve at half-maximal effect; % of control where 0% means no effect
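Steps: Tsg101 binding domain dispensed (10 uM final), compounds pinned in DMSO, FITC-labeled PTAP-motif peptide added (50 nM final); after 20 min binding at room temperature, polarization measured.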
TCR act: T cell receptor activation; primary human leukocytes, anti-CD3, IL-2 HTRF, 48 h; Potency, µM (titrated, usually from 9.22 µM), for inactives: at the highest dose activation of IL-2 secretion, usual class: activators; 330,000 tested, under 10 active; AID 504894; also: % of control where 0% means no effect
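Activity was scored as IL-2 release from primary human leukocytes given only a TCR signal (a-CD3 beads) plus compound for 48 hr. Detection used a two-antibody HTRF format read at 665nm.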
MBNL1-CUG inh: inhibitors of human MBNL1 binding to CUG repeat RNA; TR-FRET MBNL1-His/biotin-(CUG)12 binding, 665/545 ratio; Potency, µM (doses to about 57.5 µM), inactives show top-dose activity change, negative = inhibition, hits mostly inhibitors; 0.036% of 280,000 active; active = well fitted inhibition curve with a large enough effect in the signal ratio, with a control signal flat, not every such curve was filed as active; inconclusive = small, poorly fitted or top-dose-only effect, or effect the other way, or a change in a side signal; inactive = no such curve, though single readings can be large or run the other way; the % refers to the signal ratio; also: potency is read from the fitted curve at half-maximal effect; % is scaled to controls: 0 for no effect and ±100 for the full control effect
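MBNL1-His + Biotin-(CUG)12, cpd titration 92 nM–58 uM; Tb anti-His Ab 0.055 ng/ul, SA-XL665 5 nM (final); 60 min RT; ratiometric 665/545 nm, Ex 340 nm; normalized to buffer and full-complex controls.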
Menin MLL FP TR: menin-MLL binding inhibition, Texas Red mutant peptide | O00255 | Menin + Texas Red MLL mutant peptide, fluorescence polarization | Potency, µM (series often up to 61.6 µM), inactives show at the top dose FP activity change, negative = inhibition, most hits filed as inhibitors | 0.23% of 270,000 active | AID 1768; active = well fitted inhibition curve with a large enough effect in the polarisation, with a control signal flat, not every such curve was filed as active; inconclusive = small, poorly fitted or top-dose-only effect, or effect the other way, or a change in a side signal; inactive = no such curve, though single readings can be large or run the other way; the % refers to the polarisation; also: potency is read from the fitted curve at half-maximal effect; % of control where 0% means no effect; many of its hits are not listed in these tables
TSHR antag: antagonists of human thyroid stimulating hormone receptor; P16473; 0.2% of 330,000 active; AID 504810; TSHR-expressing cells, TSH-stimulated cAMP HTRF, 2 h; hits give low values; activity change, negative = inhibition, % at 11.5 µM;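 active = activity change below a set negative limit, meaning inhibition stronger than a set level, cut at about -70% in these data; inconclusive = activity change between two set negative limits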; also: % is scaled to controls: 0 for no effect and ±100 for the full control effect
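Inhibition of cAMP made by TSHR-expressing cells under TSH stimulation (4nM final, EC80; 2 h, 37 deg C) is quantified with a one-step lysis HTRF kit, anti-cAMP cryptate versus cAMP-d2.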
Active calls of the source: *; u = inconclusive; x = not tested or not shown; [ ] = another dose, or the depositor's remark. Unless noted, calls follow the shape of the dose curve; as a rule, active = well fitted curve in the direction sought with a large enough effect; inconclusive = small, poorly fitted or top-dose-only effect, or another doubt; inactive = no such curve, though single readings can be large; an effect the other way counts as inactive or inconclusive.

SMILES | S-ASM inh | AT treatment | a7 integrin act | Mito fusion act | CXXC DNA block | PTAP TSG101 blk | TCR act | MBNL1-CUG inh | Menin MLL FP TR | TSHR antag
Cc1ccc(CNC(=O)c2ccc(S(=O)(=O)N3CCCCC3)cc2)cc1 | -1% | 3% | -6% | 6% | x | 5% | -16% | x | x | -1
CCOC(=O)Nc1ccc(N2CCOCC2)c(S(=O)(=O)Nc2ccc(Cl)cc2)c1 | -19% | 3% | u | x | x | -4% | 9% | x | x | -9
O=C(NCCC1CCCCN1S(=O)(=O)c1ccc(F)cc1)C(=O)Nc1ccccc1F (stereo not drawn) | -1% | 25% | 12% | 21% | x | -3% | -5% | x | x | 11
COc1ccc(S(=O)(=O)c2c(C)c(NS(=O)(=O)c3ccccc3)cc(C)c2O)cc1 | -5% | -1% | -6% | -14% | 27% | 0% | -7% | 2% | 7% | 13
c1ccc(OCc2noc(CN3CC[C@@H]4CCCC[C@H]4C3)n2)cc1 | -3% | 3% | u | 15% | -2% | -10% | 2% | -6% | 4% | -20
Oc1ccccc1Nc1ncnc2c1oc1ccccc12 | 0% | -9% | -26% | -4% | -8% | -3% | -4% | 5% | u | 5
CC(=O)Nc1ccc(S(=O)(=O)N2CCN(c3ccc([N+](=O)[O-])c(NCCN4CCOCC4)c3)CC2)cc1 | -14% | -1% | 1% | -1% | -18% | 1% | 9%[46.1 µM] | u | u | -16
Cc1sc2nc(C(C)C)nc(SCC(=O)N3CCOCC3)c2c1C | 1% | 0% | 0% | -2% | -4% | -2% | 2% | -1% | 1% | 1
Cc1cccc(N=C2SC(C)CN2C(=O)CN2C(=O)NC3(CCCC3)C2=O)c1 (stereo not drawn) | -1% | 6% | 32% | -7% | x | -1% | 2% | x | x | 2
CCC(C)NC(=O)c1ccccc1SC (stereo not drawn) | -1% | 3% | -18% | -5% | -5% | -1% | 9% | -4% | -5% | -2
Cc1ccccc1CNS(=O)(=O)c1c(C(=O)N2CCCC2)c(C)n(C)c1C | 5% | -4% | u | 9% | -8% | 0% | -1% | 5% | 1% | -6
CCc1noc(C)c1C(=O)Nc1nnc(CC(C)C)s1 | -5% | 1% | 0% | -1% | x | -1% | -7% | x | x | -6
COc1cc(NC(=S)NCc2cccnc2)cc(OC)c1 | 3% | -1% | -22% | 3% | -9% | 2% | 5%[46.1 µM] | x | -8% | 14
CC1(C2CCCC2)NC(=O)NC1=O (stereo not drawn) | 5% | x | 25% | x | x | -1% | -1% | x | x | x
c1cncc(Oc2cccc(Oc3cccnc3)c2)c1 | 4% | 11% | -26% | 8% | -3% | -3% | 2%[46.1 µM] | u | -7% | -10
COc1ccc(N2CCN(C(CNC(=O)c3ccco3)c3ccco3)CC2)cc1 (stereo not drawn) | x | -5% | -2% | -11% | x | -7% | 2% | x | x | 9
CCOC(=O)c1c(C(=O)OCC)c(C)n(N2C(=O)CSC2=S)c1C | 3% | -6% | 16% | -6% | 10% | -1% | -1% | -3% | -16% | 0
COc1ccc(OC)c(Nc2nc(N)nc(CCl)n2)c1 | -2% | -12% | -3% | -8% | 5% | 1% | -3% | 2% | x | -11
O=C(COC(=O)c1cc(Br)c(Br)s1)NCCC1=CCCCC1 | -1% | -4% | -2% | 2% | 0% | -2% | 3%[46.1 µM] | 2% | 19% | 0
Cc1ccc(C(O)Cn2nc(C)cc2C)cc1 (stereo not drawn) | 10% | -15% | 1% | -9% | x | -6% | 1% | x | x | 4
CCOc1ccc(C(=O)Nc2cccc3ncccc23)cc1Br | -5% | 4% | -32% | 0% | -3% | -6% | -84% | 8% | u | -2
Cc1nn(C)c(C)c1NC(=O)COc1ccc(F)cc1Br | 1% | -4% | 3% | x | x | 0% | 1%[46.1 µM] | x | x | -6
COc1ccc(CCNS(=O)(=O)c2cc(/C=C/C(=O)O)ccc2C)cc1OC | 4% | 1% | 22% | -3% | -1% | -3% | -9% | 14% | 6% | 1
Cc1ccc(-n2c(SCC(N)=O)nnc2-c2cnccn2)cc1 | 1% | -23% | -9% | -4% | -7% | -7% | 2% | -2% | x | -3
Cn1c(COc2ccccc2)nnc1SCC(=O)Nc1nnc(C2CC2)s1 | 0% | x | -13% | x | x | -6% | 0% | x | x | x
COc1ccc(-c2ccnc3nc(N4CCOCC4)nn23)cc1 | 269%[activator] | 11% | 8% | 5% | -10% | -4% | 1% | -1% | u | 26
NS(=O)(=O)c1ccc(CCNC(=O)CSc2nc3ccsc3c(=O)n2CC2CCC(C(=O)O)CC2)cc1 (stereo not drawn) | 4% | 21% | -11% | -4% | 2% | 0% | -5% | -6% | 5% | 2
CCc1nnc(NC(=O)CSc2nnc(-c3ccncc3)n2C)s1 | 7% | 3% | -15% | -5% | 3% | -3% | -6%[46.1 µM] | 2% | 10% | -2
NC(=O)COC(=O)c1ccc(Oc2ccccc2)cc1 | -2% | 4% | -20% | 6% | -3% | -7% | x | 2% | 13% | 13
O=C(NNC(=O)c1ccc(Oc2cc(Cl)cc(Cl)c2)o1)c1ccccc1 | -5% | -10% | -16% | -6% | 13% | 2% | 10% | x | x | -2
O=C1c2ccccc2C(Nc2ccc(S(=O)(=O)N3CCCCCC3)cc2)N1c1ccccn1 (stereo not drawn) | -1% | 10% | -6% | 0% | 7% | -7% | -3% | 2% | 2% | -11
O=C(COc1cccc(-n2cnnn2)c1)Nc1ccc([N+](=O)[O-])cc1 | -2% | -1% | -11% | -5% | 55%[activator] | -2% | -13% | 18% | 17% | -4
COc1ccc(/C=N/NC(=O)c2cccc(C(=O)N/N=C/c3ccc(OC)c(OC)c3)n2)cc1OC | 82%[activator] | 3% | -9% | -1% | 2% | -3% | -4% | 3% | 7% | -5
O=C(C[C@H]1C/C=C\CC[C@@H](Cc2ccc(F)cc2)C(=O)OCCNC1=O)NCCO | 2% | -4% | 13% | x | x | x | 0% | x | x | 1
CC(c1ccc(C(C)(C)C)cc1)S(=O)CC(O)CO (stereo not drawn) | 2% | 0% | -1% | -8% | 10% | -5% | 5%[46.1 µM] | u | -1% | -1
C=CCN(c1ccccc1C(=O)O)S(=O)(=O)/C=C/c1ccccc1 | -2% | 1% | u | 10% | 21% | -4% | 2% | -3% | 0% | 5
O=C(CSc1nnc(-c2ccccc2)n1-c1ccc(Cl)cc1)NNC(=S)Nc1ccccc1 | -3% | -5% | -12% | 2% | -1% | -3% | -2%[46.1 µM] | -14% | -12% | 5
Cc1c(/C=N/NC(=O)c2ccc(O)cc2)c2ccccn2c1C(=O)c1ccc(F)cc1 | 3% | 3% | -20% | 0% | 21% | 0% | -1%[46.1 µM] | 10% | u | -8
COc1ccc(C(=O)Nc2ccncc2)cc1S(=O)(=O)N1CCOCC1 | 0% | 11% | 15% | -5% | x | -5% | 0% | x | x | 12
O=C(C=Cc1cccc(Cl)c1)c1ccccc1 | -4% | x | -65%[inhibitor] | x | x | 0% | 5% | x | x | x
Cc1sc(NC(=O)CSc2nnc(N)s2)c(C#N)c1C | 0% | 5% | 8% | 0% | -5% | -2% | 1% | -2% | 1% | 11
COc1ccccc1CNC(=O)c1ccc(CS(=O)(=O)c2ccccc2)o1 | 0% | 6% | -8% | 0% | x | 1% | 9% | -1% | 7% | -2
O=C(N/N=C/c1ccc([N+](=O)[O-])cc1)c1cc(-c2ccc3c(c2)OCO3)n[nH]1 | -1% | 0% | -22% | 0% | 1% | -1% | 5% | -9% | x | 7
Cc1ccc(C(=O)NC(=S)NCc2cccnc2)c(C)c1 | 0% | 5% | 9% | -5% | -2% | -5% | x | 1% | -9% | -5
O=C(COc1ccccc1[N+](=O)[O-])NNC(=O)Nc1cccc2ccccc12 | 0% | 0% | 5% | -4% | 1% | 0% | 3% | u | u | 6
N#C/C(=C\c1cccnc1)C(=O)Nc1ccc(Cl)cc1 | -1% | -2% | -11% | -3% | 8% | 0% | -2% | 3% | 28% | -4
COc1ccc(OCC(=O)NCC(c2cccs2)N2CCOCC2)cc1 (stereo not drawn) | 3% | 2% | 11% | -8% | x | 1% | 5% | x | x | 4
Cc1cccc(C(=O)OCC(=O)NN2C(=O)NC3(CCC(C)CC3)C2=O)c1O (stereo not drawn) | x | 5% | 0% | -1% | x | -2% | -19% | x | x | 4
COC(=O)CC1(c2ccccc2)C(=O)c2ccccc2C1=O | 0% | 1% | 6% | 1% | -1% | -1% | 11% | -5% | -5% | 3

These rows are one share of the data, so the mix of outcomes need not match the whole.
